# Assay outcomes (PubChem BioAssay)
# PriA SSB inh – blocks PriA binding to SSB C-terminal tail. AlphaScreen SSBct-PriA binding, biotinylated peptide. inhibition, % at 33 µM. 430,000 tested, 0.6% active; in the data active = inhibition mostly above about 37%, no sharp cut-off; inactive = mostly below about 20%;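 note: plate controls were negative control peptide for no effect and reference peptide for full effect; strong numbers were not always called active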
# BH1578 lux ind – quorum light induction in luxS cqsA deficient V. cholerae. V. cholerae BH1578 lux reporter, luminescence, 6 h. activation, % at 18.7 µM. 350,000 tested, 0.16% active. AID 588436; in the data active = activation mostly above about 9.7%, no sharp cut-off; note: not every result past the cut was called active; inactives centre near 0; reference of the scale not given here
# DUSP3 inh – blocks human VHR1 dual specificity phosphatase; inhibition, % at 13.3 µM; 290,000 tested, 0.52% active; recombinant VHR phosphatase, pNPP absorbance; P51452; in the data active = inhibition above about 50%; note: some compounds called inactive have numbers as strong as hits
# Target sequence (P51452 whole entry, looked up): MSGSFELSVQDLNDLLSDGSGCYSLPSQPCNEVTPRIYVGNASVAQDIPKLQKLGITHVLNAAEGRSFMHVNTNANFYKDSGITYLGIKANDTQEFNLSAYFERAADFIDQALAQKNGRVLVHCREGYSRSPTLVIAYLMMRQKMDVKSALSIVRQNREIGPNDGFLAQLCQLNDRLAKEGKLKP
# SARS 3CLpro inh – SARS-CoV 3CLpro protease inhibition; P0C6X7; recombinant SARS-CoV 3CLpro, quenched FRET peptide cleavage; inhibition, % at 6 µM; 290,000 tested, 0.14% active; in the data active = inhibition above about 12%
# FBA Mtb inh – inhibitors of M. tuberculosis fructose-bisphosphate aldolase | purified M. tuberculosis FBA, fluorescence read-out | P9WQA3 | inhibition, % at 1 µM | 360,000 tested, 2.3% active; in the data active = inhibition above about 27%;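 note: 0% = vehicle and 100% = reference inhibitor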
# MazF activator – MazEF (E. coli) toxin RNase activation. P0AE70. FAM/BHQ RNA-DNA oligo cleavage fluorescence, 5 h. activation, % at 20 µM. 350,000 tested, 0.32% active. AID 504720; in the data active = activation above about 50%
# Target sequence (P0AE70 whole entry, looked up): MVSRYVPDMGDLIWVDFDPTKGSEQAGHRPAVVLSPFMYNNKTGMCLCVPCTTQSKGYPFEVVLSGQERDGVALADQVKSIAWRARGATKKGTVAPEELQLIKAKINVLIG
# GDH-TPI inh – inhibits GDH-TPI coupling enzymes, artifact for Mtb FBA screen. inhibition, % at 4.8 µM. 360,000 tested, 1.2% active. GDH-TPI coupled enzyme counterscreen, NADH absorbance; in the data active = inhibition above about 30%;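 note: 0% = DMSO wells and 100% = wells lacking the enzyme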
# Mtb BioA inh – BioA (M. tuberculosis) enzyme inhibition; inhibition, % at 9.99 µM; 360,000 tested, 0.096% active; purified M. tuberculosis BioA enzyme, plate reader; in the data active = inhibition above about 40%
# Mtb UGM inh – inhibitors of M. tuberculosis UDP-galactopyranose mutase; AID 504406; inhibition, % at 10 µM; P9WIQ1; 320,000 tested, 0.06% active; purified UGM, fluorescence polarization probe displacement; in the data active = inhibition above about 10%, passing the limit was not always enough
# Target sequence (P9WIQ1 whole entry, looked up): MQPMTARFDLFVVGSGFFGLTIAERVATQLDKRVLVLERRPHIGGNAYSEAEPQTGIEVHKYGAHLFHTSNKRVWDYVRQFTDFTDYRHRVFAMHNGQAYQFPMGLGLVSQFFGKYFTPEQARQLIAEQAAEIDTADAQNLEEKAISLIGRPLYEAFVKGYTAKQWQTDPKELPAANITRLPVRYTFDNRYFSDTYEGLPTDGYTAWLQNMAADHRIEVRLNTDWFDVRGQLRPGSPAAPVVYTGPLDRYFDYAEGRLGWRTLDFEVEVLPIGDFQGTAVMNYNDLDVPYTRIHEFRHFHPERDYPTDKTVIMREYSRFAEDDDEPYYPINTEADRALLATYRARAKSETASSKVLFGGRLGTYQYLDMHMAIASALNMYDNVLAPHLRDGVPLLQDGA
# Rv3671c protease – inhibits the M. tuberculosis serine protease Rv3671c | P9WHR9 | inhibition, % at 5.96 µM | 320,000 tested, 0.048% active; in the data active = inhibition above about 38%;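 note: extracellular domain of Rv3671c used as enzyme; 0% = enzyme with DMSO and 100% = no enzyme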
# Target sequence (P9WHR9 whole entry, looked up, the tested form may be a part): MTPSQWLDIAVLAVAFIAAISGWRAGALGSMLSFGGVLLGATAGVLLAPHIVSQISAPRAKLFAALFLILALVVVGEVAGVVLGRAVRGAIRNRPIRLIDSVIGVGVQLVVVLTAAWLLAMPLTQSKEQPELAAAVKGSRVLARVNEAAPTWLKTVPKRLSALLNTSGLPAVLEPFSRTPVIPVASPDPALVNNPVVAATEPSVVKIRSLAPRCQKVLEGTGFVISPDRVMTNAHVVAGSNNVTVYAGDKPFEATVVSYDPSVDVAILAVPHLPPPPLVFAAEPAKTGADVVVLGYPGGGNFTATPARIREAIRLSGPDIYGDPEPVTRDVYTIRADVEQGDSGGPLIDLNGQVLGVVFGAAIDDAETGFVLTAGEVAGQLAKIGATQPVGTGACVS
# * marks the source's active call; other numbers are inactive results; i = inactive; x = not tested or not shown; & = joins results of further samples. Only part of the results is shown; the hit share may differ from the screen's.
SMILES,PriA SSB inh,BH1578 lux ind,DUSP3 inh,SARS 3CLpro inh,FBA Mtb inh,MazF activator,GDH-TPI inh,Mtb BioA inh,Mtb UGM inh,Rv3671c protease
CSc1ccc(S(=O)(=O)NCC(=O)OCC(=O)N(C)CC(=O)Nc2ccccc2Cl)cc1[N+](=O)[O-],15,2.9,x,x,0,-4,0,-3.1,-1.4,2
C#CCOCCOCCOCCNc1nc(N2CCN(C(=O)CCCCCCCCCCNC(=O)Cn3cc(CCCCCN)nn3)CC2)nc(N2CCN(C(=O)CCCCCCCCCCNC(=O)[C@@H](CCSC)n3cc(CCO)nn3)CC2)n1,-1,0.4,x,x,0,-32,8,0.4,0.4,-11
Cc1cccc(C)c1-n1nnnc1SCc1nc(N)nc(N(C)C)n1,x,-0.1,x,x,-1,x,6,-1.4&-0.2,x,x
CC(C)(C)n1nnnc1CN1C2CCC1CC(NC(=O)Nc1ccccc1)C2 (configuration not stated),-19,i,10,-3,-1,-3,2,-2.5,-0.9,6
Cc1ccc(-c2csc(NC(=O)C[n+]3cc(-c4ccc(C)cc4)n4c3CCC4)n2)cc1,15,i,-11,4,2,-41,4,x,1.7,4
COc1ccc(OC)c(NS(=O)(=O)c2ccc(SC)cc2)c1,-3,-0.7,-5,3,1,-12,3,-0.2,1.6,2
O=C(CN1CCN(c2ccccc2F)CC1)NC(=O)NC1CCCCC1,-11,5.0,x,x,2,2,9,-0.9,2.3,-1
O=C(O)c1cc(-c2ccccc2)n(-c2ccccc2C(=O)O)n1,-9,-0.1,3,1,4,1,-8,1.8,2.3,-11
OC(COc1ccc(Br)cc1)CN1CCC(Cc2ccccc2)CC1 (configuration not stated),-1&-8&0,-0.2,4,-3,1,5,-1,0.9,-0.6,-11
COc1ccc2[nH]cc(CCNC(=O)c3ccc([N+](=O)[O-])cc3)c2c1,9,-3.6,4,-3,1,3,21,x,-1.4,6
Cc1ccc(C(=O)Nc2ncnc3sc4c(c23)CCCCC4)cc1,-1,-0.3,21,2,1,2,15,x,1.5,-1
COc1ccc(NS(=O)(=O)c2cc3c4c(c2)C(C)C(=O)N4CCC3)cc1 (configuration not stated),4,-2.9,7,-6,1,10,3,0.3,1.8,-2
CN(C)/C=C/C(=C\C(=O)C(F)(F)F)Nc1ccc(C(F)(F)F)cc1,-16,i,-28,-1,-4,3,10,x,-1.1,-5
O=C1CC(c2ccco2)CC(O)=C1C=Nc1cc(Cl)ccc1Cl (configuration not stated),6,i,0,5,1,10,0,0.4,-2.0,13
COc1ccc(-c2nc3ncccc3o2)cc1NC(=O)c1ccco1,0,-0.7,-9,-6,1,2,23,-0.1,-3.0,3
CCCc1cc(Nc2ccc(C)cc2)n2ncnc2n1,0,-0.7,-5,-1,0,-18,4,-0.2,-5.1,x
S=C(Nc1cccnc1)N1CCCCC1,-3,-0.4,23,-5,2,7,-1,-2.1,0.6,5
CC1(C)CC[C@]2(C(=O)O[C@@H]3O[C@H](CO)[C@@H](O)[C@H](O)[C@H]3O)CC[C@]3(C)C(=CCC4[C@@]5(C)CC[C@H](O[C@@H]6O[C@H](C(=O)O)[C@@H](O[C@H]7OC[C@@H](O)[C@@H](O)[C@@H]7O)[C@H](O)[C@H]6O)C(C)(C)C5CC[C@]43C)[C@@H]2C1 (some centres not stated),-6,-0.2,x,x,-2,9,1,0.6,-0.7,-1
C/C(=N\Nc1nc2ccccc2[nH]1)c1ccc2c(c1)OCO2,x,-2.1,11,1,2,11,31*,-0.6,1.2,5
CCOC(=O)c1c(NC(=O)C2CCCO2)sc(C)c1C (configuration not stated),-10,-0.4,20,3,4,1,22,0.4,0.9,1
CCOc1ccc(S(=O)(=O)NCCC(=O)NCc2ccccn2)cc1,-7,i,x,x,2,6,-4,x,4.0,5
CC(C)Oc1ccc(C(CC(=O)NCc2ccco2)c2ccccc2)cc1 (configuration not stated),-3,-1.8,8,3,4,-4,11,0.2,0.0,0
COC(=O)C1=C(c2ccc(OC)c(OC)c2)C[C@@H]2CC[C@H]1N2C(=O)NCc1cc(C)oc1C(F)(F)F,-4,1.6,x,x,0,7,0,0.7,3.0,-3
COc1ccc(NC(=O)CN(C)C(=O)c2cc(S(=O)(=O)N3CCCCCC3)ccc2OC)cc1,-4,-0.5,x,x,5,0,2,1.0,-0.4,12
CC(C)Cn1nc(-c2ccccc2)c2ccccc2c1=O,-8,i,-1,3,-1,1,-6,-1.2,0.5,2

# Part of the list above, reduced to MazF activator, GDH-TPI inh and Mtb UGM inh.
mol	MazF activator	GDH-TPI inh	Mtb UGM inh
COc1ccc(NS(=O)(=O)c2cc3c4c(c2)C(C)C(=O)N4CCC3)cc1 (configuration not stated)	10	3	1.8
CN(C)/C=C/C(=C\C(=O)C(F)(F)F)Nc1ccc(C(F)(F)F)cc1	3	10	-1.1

# Next part.
SMILES,PriA SSB inh,BH1578 lux ind,DUSP3 inh,SARS 3CLpro inh,FBA Mtb inh,MazF activator,GDH-TPI inh,Mtb BioA inh,Mtb UGM inh,Rv3671c protease
Cc1cccc(C(=O)Nc2ccc(CC(=O)O)cc2)c1,-5,i,4,-1,3,-6,14,-0.1,2.7,10
CC(C)(C)[C@H]1COC(=O)[C@@H](Cc2ccc(F)cc2)CC/C=C/C[C@@H](CC(=O)N[C@@H](CO)Cc2ccccc2)C(=O)N1,-3,i,x,x,1,5,-15,-1.2,-0.9,-5
CC(NC(=O)CNC(=O)[C@@H]1Cc2ccccc2CN1)c1ccccc1 (some centres not stated),-7,-0.3,-6,-4,-1,4,1,-0.7,-0.4,-9
O=C(c1ccco1)N1CCN(S(=O)(=O)c2ccc(Br)cc2)CC1,-3,i,15,4,-1,2,1,-1.0,-0.2,19
COc1ccc(CNC(=O)C2(CC3CC(c4ccccc4)=NO3)CCN(C(=O)C3(C)CC3)CC2)cc1 (configuration not stated),-18,i,x,x,-4,12,-1,-1.9,0.3,-8
COc1ccc(CCNC(=O)COC(=O)/C=C/c2cccs2)cc1,-3,-0.4,10,-2,-1,2,12,x,1.4,7
COCCCNC(=O)c1oc2ccc(S(=O)(=O)N(C)C3CCCCC3)cc2c1C,-5,i,19,2,-2,-11,-5,-0.4,0.5,-11
COC(=O)C1CC(O)CN1C(=O)NC1CCCCC1 (configuration not stated),-6,x,-6,0,x,-3,x,x,-0.9,0
CCCCc1nc(SCC(=O)Nc2cccc(Cl)c2)n[nH]1,-11,-0.3,2,3,-3,7,2,3.4,2.8,-1
CCn1cc(Br)c(C(=O)Nc2cccc(SC)c2)n1,-1,i,0,-2,0,7,7,-12,-1.3,-11
CN1CC(=O)N(C)c2nc(Br)n(C)c2C1=O,-10,-6.9,3,1,-1,1,5,-3.2,-0.1,-1
CC(C)OCCCN(C)C1CCN(S(=O)(=O)c2ccc(-c3cc(C(F)(F)F)no3)s2)CC1,4,0.4,-27,6,-2,3,-11,2.7,-2.2,6
COc1ccc(NC(=O)c2csc(C)c2)cc1OC,10,i,37,1,7,-10,4,1.6,1.0,-5
O=C(NC(C(=O)N/N=C/c1c2ccccc2cc2ccccc12)c1n[nH]c(=O)c2ccccc12)c1ccccc1 (configuration not stated),x,i,22,3,-2,-63,13,-1.7,2.4,-25
COc1ccc(CN=C2NN=C(c3ccccc3)CS2)cc1,17,-0.5,16,1,0,12,-8,x,-0.8,-4
Cn1nc(C(F)(F)F)c(-c2ccccc2)c1NC(=O)CSCC(=O)O,5,-0.4,31,-4,-1,8,-1,-0.8,-1.9,6
COc1ccc(-c2nc(N3CCCC3)[nH]c(=O)c2C#N)cc1,-8,x,-5,-5,-1,1,8,-0.8,1.7,0
CC(C)Oc1cccc(C(=O)Nc2nnc([C@@H]3C[C@H](O)[C@@H](CO)O3)s2)c1,x,-0.3,x,x,2,x,15,-1.4,x,x
O=C(COc1cccnc1[N+](=O)[O-])Nc1cccc(S(=O)(=O)N2CCCCC2)c1,2,0.8,-5,3,4,-5,5,-2.0,0.2,-3
CCc1ccccc1NC(=O)NNC(=O)CCc1ccccc1,-8,i,44,-3,1,3,2,-1.5,2.5,-1
Cc1ccc(NC(=O)CSC2=NCCN2)cc1,-11&-12,-0.6,13,2,-2,3,10,x,-0.8,-8
Cc1onc(-c2ccccc2Cl)c1C(=O)N1CCC(C)CC1,-9,i,-14,-5,4,8,9,-1.2,2.5,-8
COc1ccc(OC)c(/C=C/C(=O)N2CCN(S(=O)(=O)c3ccc(C)cc3C)CC2)c1,7,i,x,x,29*,-5,12,-1.1,x,-7
COC(=O)C1CCN(c2ccc([N+](=O)[O-])cc2[N+](=O)[O-])CC1,23,1.6,11,2,-9,2,24,x,-0.4,-6
COc1cc(-c2nc(-c3cccnc3)no2)cc(OC)c1OC,2,i,-4,-3,0,-5,1,3.0,5.2,-16

# Single values from the list:
# GDH-TPI inh result of CCc1ccccc1NC(=O)NNC(=O)CCc1ccccc1 reads 2
# DUSP3 inh result of COC(=O)C1CC(O)CN1C(=O)NC1CCCCC1 (configuration not stated) reads -6
# Mtb UGM inh result of COc1ccc(-c2nc(N3CCCC3)[nH]c(=O)c2C#N)cc1 reads 1.7
# Mtb UGM inh result of O=C(c1ccco1)N1CCN(S(=O)(=O)c2ccc(Br)cc2)CC1 reads -0.2

# The list continues.
SMILES,PriA SSB inh,BH1578 lux ind,DUSP3 inh,SARS 3CLpro inh,FBA Mtb inh,MazF activator,GDH-TPI inh,Mtb BioA inh,Mtb UGM inh,Rv3671c protease
CCOC(=O)c1c(NC(=O)COC(=O)c2ccc([N+](=O)[O-])cc2)sc(C(=O)N(C)C)c1C,1,-0.1,x,x,1,8,-10,x,-5.0,2
O=C(CCc1ccccc1)Nc1ccc(F)c([N+](=O)[O-])c1,-2,i,12,2,-3,6,1,x,-1.0,7
COc1ccc(Oc2coc3cc(OC(=O)c4cccs4)ccc3c2=O)cc1,-21,-0.7,-8,-3,0,4,7,1.0,1.7,-9
C=CCn1c(O)c(N=NC(=O)CNC(=O)Cc2ccccc2)c2ccccc21,2,-0.1,14,-4,3,8,28,-1.2,0.7,-7
O=C(COC(=O)Cn1nnc(-c2ccccc2)n1)Nc1ccccc1Br,-1,i,x,x,-4,1,-4,-1.0,-1.3,-6
c1ccc(-c2ccccc2OCCCCn2ccnc2)cc1,17,-0.2,-4,2,0,3,-7,1.2,-0.9,0
Cc1ccc2nc(-c3ccc(NC(=O)CNC4CC4)cc3)sc2c1,-2,x,14,3,28*,6,14,x,x,x
C[C@H]1CN([C@@H](C)CO)C(=O)c2cc(C3=CCCC3)cnc2O[C@@H]1CN(C)C(=O)c1ccncc1,x,-0.4,x,x,1,-17,-9,-1.4&-0.8&-2.0,x,x
CC(=O)NN1C(=O)c2ccccc2NC1c1ccc(N(C)C)cc1 (configuration not stated),-9,-0.1,31,5,21,-1,22,1.7,1.7,1
CC(=O)c1cccc(OCC(=O)N2CCN(CC(=O)Nc3cccc(F)c3)CC2)c1,-9,-0.1,x,x,7,10,7,8.4,3.1,4
CCOC(=O)Cc1csc(NS(C)(=O)=O)n1,-4,-1.9,28,-5,0,5,9,-1.6,-0.8,-9
COc1ccc(CCNC(=O)CCC(=O)N2CCOc3ccc(C)cc32)cc1OC,-11,-0.6,37,-3,5,5,2,0.2,-3.3,-3
O=C(NCCO)C(=O)NCC1OCCCN1S(=O)(=O)c1cccs1 (configuration not stated),-15,-2.7,0,-1,3,4,1,-5.5,0.0,9
NC(=O)c1cc2cc([N+](=O)[O-])ccc2oc1=O,-11,-0.2,29,2,-4,-1,14,-2.3,7.4,-3
CC(C)(C)NC(=O)C[C@H]1C[C@H](C(=O)N2CCCCC2)[C@@]2(CCc3ccccc3)c3[nH]c4cc(-c5ccco5)ccc4c3CCN2C1=O,-7,-0.7,x,x,17,3,22,-2.8,x,x
CCS(=O)(=O)c1nc(S(=O)(=O)c2ccc(Cl)cc2)c(N2CCC(O)CC2)s1,-4,-0.3,-6,7,-3,2,28,-0.7,1.8,-5
COc1ccc(C2OCC(C)([N+](=O)[O-])CO2)cc1 (configuration not stated),-11,i,x,x,-1,7,4,0.9,x,x
Nc1nonc1-c1noc(CCCN2C(=O)c3ccccc3C2=O)n1,-11,-0.6,10,1,2,6,2,4.0,3.2,3
CCC(C)C(NC(=O)OCc1ccccc1)C(=O)NC(Cc1ccc(O)cc1)C(=O)OC (configuration not stated),0,i,-12,-5,1,-13,0,x,-3.6,-4
